# Assay outcomes (PubChem BioAssay)
# Mito fusion yeast: blocks mitochondrial division or promotes mitochondrial fusion. Potency, µM (doses to about 46.1 µM), without a hit: at the highest dose growth rescue (activation), hits mostly activators. S. cerevisiae fusion-defective mutant growth rescue, CellTiterGlo 48 h. hit rate 0.23% among 320,000;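 also: potency is read from the fitted curve at half-maximal effect; % of control where 0% means no effect; nearly all actives have a fitted effect of over 45% in size; temperature-sensitive fusion mutants such as fzo1-1 at 37 °C on non-fermentable ethanol glycerol medium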
#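 Read-out: ATP-based luminescence (CellTiterGlo, 10 min ambient) reporting growth of fusion-defective ts yeast after 48 hours at 37C on glycerol/ethanol YPEG medium in the presence of compound.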
# Menin-MLL TR inh: inhibitors of human menin-MLL interaction, mutant MLL peptide; Menin + Texas Red MLL mutant peptide, fluorescence polarization; AID 1768; Potency, µM (doses to about 61.6 µM), without a hit: at the top dose FP activity change, negative = inhibition, most hits filed as inhibitors; hit rate 0.23% among 270,000; active = well fitted inhibition curve with a large enough effect in the polarisation, with a control signal flat, not every such curve was filed as active; inconclusive = small, poorly fitted or top-dose-only effect, or effect the other way, or a change in a side signal; inactive = no such curve, though single readings can be large or run the other way; the % refers to the polarisation; also: potency is read from the fitted curve at half-maximal effect; % of control where 0% means no effect; many of its hits are not listed in these tables
# MBNL1 CUG block: inhibitors of human MBNL1 binding to CUG repeat RNA | Q9NR56 | TR-FRET MBNL1-His/biotin-(CUG)12 binding, 665/545 ratio | Potency, µM (top dose mostly 57.5 µM), for inactives: at the highest dose activity change, negative = inhibition, usual class: inhibitors | hit rate 0.036% among 280,000 | AID 2675; active = well fitted inhibition curve with a large enough effect in the signal ratio, with a control signal flat, not every such curve was filed as active; inconclusive = small, poorly fitted or top-dose-only effect, or effect the other way, or a change in a side signal; inactive = no such curve, though single readings can be large or run the other way; the % refers to the signal ratio; also: potency is read from the fitted curve at half-maximal effect; % is scaled to controls: 0 for no effect and ±100 for the full control effect
# Target sequence (Q9NR56 whole entry, looked up): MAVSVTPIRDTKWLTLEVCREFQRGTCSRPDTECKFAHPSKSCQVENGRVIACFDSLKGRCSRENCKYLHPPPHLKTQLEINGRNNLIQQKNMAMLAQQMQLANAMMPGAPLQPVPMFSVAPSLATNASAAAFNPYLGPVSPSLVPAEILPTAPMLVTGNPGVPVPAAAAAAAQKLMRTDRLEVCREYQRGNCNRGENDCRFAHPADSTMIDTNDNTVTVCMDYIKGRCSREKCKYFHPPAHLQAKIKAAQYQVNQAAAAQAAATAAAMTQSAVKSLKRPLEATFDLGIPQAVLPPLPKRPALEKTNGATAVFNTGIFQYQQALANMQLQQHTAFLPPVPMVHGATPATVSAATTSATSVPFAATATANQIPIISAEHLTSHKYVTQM
#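 TR-FRET readout: Ex 340 nm, 665/545 nm emission ratio, normalized to buffer-only (basal) and MBNL1-(CUG)12 controls. Complex of MBNL1-His with Biotin-(CUG)12, compounds 92 nM–58 uM, incubated 60 min at room temperature.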
# A-T KAP1 phos: potential ataxia-telangiectasia treatment; […] A-T fibroblasts, KAP-1 phosphorylation AlphaLISA; neocarzinostatin DNA damage 30 min before lysis; Potency, µM (titrated, usually from 57.5 µM), for the others: top-dose activation, most hits filed as activators; hit rate 0.19% among 320,000; also: potency is read from the fitted curve at half-maximal effect; % of control where 0% means no effect; nearly all actives have a fitted effect of over 45% in size
#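 hTERT-immortalized A-T patient fibroblasts ([…]), 500 cells/well in OPTI-MEM, 1% FBS, got compounds for 60 min, then NCS for 30 min at 37C. Lysates were then assayed for phospho-KAP-1 by AlphaLISA (anti-pKAP1 donor, anti-KAP1 acceptor beads), 6 hr at 25C.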
# TSHR antagonist: blocks TSH signaling through the human TSH receptor; TSHR-expressing cells, TSH-stimulated cAMP HTRF, 2 h; stronger effect = lower value; P16473; activity change, negative = inhibition, % at 11.5 µM; AID 504810; hit rate 0.2% among 330,000;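 active = activity change below a set negative limit, meaning inhibition stronger than a set level, cut at about -70% in these data; inconclusive = activity change between two set negative limits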; also: % is scaled to controls: 0 for no effect and ±100 for the full control effect
#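 TSHR-expressing cells were treated with compounds, then stimulated with TSH at EC80 (4nM final) for 2 hours at 37 deg C. Cellular cAMP was measured by HTRF competition between lysate cAMP and cAMP-d2 for a cryptate-labelled anti-cAMP antibody.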
# CXXC DNA block: MLL CXXC-DNA interaction inhibition; MLL-CXXC / FITC-HOXA9 DNA fluorescence polarization; Q03164; AID 2662; Potency, µM (titrated, usually from 115 µM), inactives show top-dose activity change, negative = inhibition, actives largely listed as inhibitors; hit rate 0.037% among 290,000; active = well fitted inhibition curve with a large enough effect in the polarisation, with a control signal flat, not every such curve was filed as active; inconclusive = small, poorly fitted or top-dose-only effect, or effect the other way, or a change in a side signal; inactive = no such curve, though single readings can be large or run the other way; the % refers to the polarisation; also: potency is read from the fitted curve at half-maximal effect
#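 Purified MLL-CXXC (added from a 7 uM solution) was preincubated 5 min at ambient with pinned compounds in 50 mM Tris-HCl pH 7.5, 50 mM NaCl, 1 mM DTT, 0.05% BSA. Fluorescein-labeled HOX-A9 DNA (50 nM solution) followed, 30 min, then polarization read.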
# TSG101-PTAP inh: blocks PTAP/TSG101 interaction to inhibit HIV-1 budding. Fluorescence polarization, FITC-PTAP peptide / Tsg101 binding. 340,000 tested, under 10 active. Potency, µM (highest dose often 115 µM), for the others: top-dose activity change, negative = inhibition, actives largely listed as inhibitors; active = well fitted inhibition curve with a large enough effect in the main read-out, with a control signal flat, not every such curve was filed as active; inconclusive = small, poorly fitted or top-dose-only effect, or effect the other way, or a change in a side signal; inactive = no such curve, though single readings can be large or run the other way; also: potency is read from the fitted curve at half-maximal effect; % of control where 0% means no effect
# Target sequence (Q99816 whole entry, looked up): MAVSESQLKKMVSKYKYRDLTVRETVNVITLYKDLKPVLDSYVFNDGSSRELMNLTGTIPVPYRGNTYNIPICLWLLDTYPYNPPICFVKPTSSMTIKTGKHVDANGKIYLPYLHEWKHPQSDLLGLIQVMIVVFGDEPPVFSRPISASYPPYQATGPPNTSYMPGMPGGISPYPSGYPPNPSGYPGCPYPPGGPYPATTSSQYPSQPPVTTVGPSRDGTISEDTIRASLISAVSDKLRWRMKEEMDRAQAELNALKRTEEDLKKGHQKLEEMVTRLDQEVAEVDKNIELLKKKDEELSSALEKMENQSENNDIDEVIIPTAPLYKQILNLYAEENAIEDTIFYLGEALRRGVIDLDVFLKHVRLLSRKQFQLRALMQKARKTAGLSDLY
#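 Fluorescence anisotropy tracks displacement of a FITC-tagged PTAP peptide (50 nM) from the Tsg101 binding domain (10 uM), following a 20 min room-temperature incubation at pH 7.5.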
# Integrin act MD: integrin-mediated muscular dystrophy alleviation activation; alpha7betagal myoblasts, beta-gal FDG fluorescence, 48 h; Potency, µM (titrated, usually from 38.3 µM), inactives show at the top dose activation, usual class: activators; hit rate 0.064% among 350,000;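 also: potency is read from the fitted curve at half-maximal effect; 100% = response of the positive control SU9516; nearly all actives have a fitted effect of over 60% in size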
#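 alpha7betagal+/- myoblasts (passage 13, 250/well) treated 48 h at 37C with compounds at 1:260 dilution of DMSO stock. Lysed, then beta-galactosidase activity read as FDG fluorescence (ex 480/em 540) after 30 min, with pre-read for autofluorescence.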
# TCR act: activates T cell receptor signaling; primary human leukocytes, anti-CD3, IL-2 HTRF, 48 h; Potency, µM (titrated, usually from 9.22 µM), without a hit: at the top dose activation of IL-2 secretion, most hits filed as activators; 330,000 tested, under 10 active; AID 504894; also: % of control where 0% means no effect
#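 1) Mix primary human leukocytes, a-CD3 beads and compound. 2) Incubate 48 hr. 3) Add HTRF IL-2 reagents (a-IL-2-K, a-IL-2-d2).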
# ASM inhibitor: human S-ASM enzyme inhibition | AID 504937 | hit rate 0.006% among 340,000 | placental ASM, HMU-PC fluorogenic substrate, 60 min | Potency, µM (titrated, usually from 57.5 µM), for inactives: at the top dose activity change, negative = inhibition, usual class: inhibitors; also: potency is read from the fitted curve at half-maximal effect
#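 HMU-PC0 cleavage (9 uM final) by human placental ASM, 60 min at 37 °C following 10 min compound exposure at RT; stopped at pH 10, fluorescence Ex 386/Em 447 nm.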
# * hit, by the source's call; ? = inconclusive; / = not tested or not shown; & = joins results of further samples; [ ] = another dose, or the depositor's remark. Unless noted, calls follow the shape of the dose curve; as a rule, active = well fitted curve in the direction sought with a large enough effect; inconclusive = small, poorly fitted or top-dose-only effect, or another doubt; inactive = no such curve, though single readings can be large; an effect the other way counts as inactive or inconclusive. This is a subset; rates above refer to the full screens.
# The line under a structure holds: TSHR antagonist	CXXC DNA block	Integrin act MD	Mito fusion yeast	A-T KAP1 phos	MBNL1 CUG block	TCR act	ASM inhibitor	Menin-MLL TR inh	TSG101-PTAP inh
- NC(=O)CC(NC(=O)c1cccc(Br)c1)c1ccc(N2CCC(N3CCCCC3)CC2)c([N+](=O)[O-])c1 (stereo not drawn)
→ 13	1%	-12%	-1%	0%	19%	-7%	1%	2%	-4%
- Nc1n[nH]c(N)c1N=Nc1ccc(Cl)cc1Cl
→ -5	1%	-53%[inhibitor]	-20%	1%	-5%	2%[46.1 µM]	-16%	?	-2%
- O=C(NC1=NCCS1)c1cc(-c2cccs2)nc2ccccc12
→ -4	-6%	16%	16%	4%	-2%	0%	115%[activator]	/	0%
- CN(C(=O)c1cccc(NC(=O)Cc2ccc(NC(=O)C3CCN(C(=O)C4CCC4)CC3)cc2)c1)C1CCCCC1
→ /	/	7%	/	/	/	6%	1%	/	-3%
- Cc1nc2ccc(S(=O)(=O)NCC(=O)N3CCN(c4ccccc4)CC3)cc2s1
→ 6	2%	-17%	1%	2%	-4%	-7%	0%	5%	0%
- COc1ccc(CNC(=O)CN(C(=O)CCC(=O)Nc2ccccn2)c2ccc(C)cc2)cc1
→ -2	1%	23%	-8%	4%	-1%	3%	0%	-3%	0%
- Cc1ccc(Cl)cc1NC(=O)CCCN1C(=O)c2cccnc2C1=O
→ 28	-3%	-16%	-2%	-4%	?	11%	-2%	11%	-2%
- CCOC(=O)/C(C#N)=C\C1=C(N2CCOCC2)CC(C)(C)OC1
→ 7	0%	-11%	4%	-4%	/	-12%	3%	4%	1%
- COc1cc(/C=C/C(=O)OCC(=O)Nc2ccc3c(c2)OCO3)ccc1O
→ -14	/	-4%	/	-6%	/	-6%	8%	/	-4%
- COc1cc(C(=O)NC2Cc3ccccc3C2)ccc1OC1CCN(C(C)=O)CC1
→ 8	19%	-13%	2%	6%	-7%	-1%	-2%	/	1%
- COc1ccc(NC(=S)N2CCC(NC(=O)c3ccc(F)cc3)CC2)cc1
→ -9	39%[activator]	6%	-23%	0%	-1%	-1%	-2%	5%	-3%
- CC12CCC(=O)N1C(C(=O)OCC(=O)Nc1ccc(S(N)(=O)=O)cc1)CS2 (stereo not drawn)
→ -6	-9%	9%	-1%	4%	-8%	0%[46.1 µM]	7%	-8%	-2%
- COc1ccc(S(=O)(=O)NCc2ccc(C(=O)N3CCc4ccccc4C3)cc2)cc1
→ -8	?	0%	9%	3%	/	-9%	3%	0%	-5%
- O=C(COC(=O)c1ccco1)Nc1nnc(-c2ccccc2)o1
→ -2	/	40%	0%	-6%	/	1%	0%	/	-5%
- CCOc1cc(C(=O)N/N=C(\C)Cc2ccc(OC)cc2)cc(OCC)c1OCC
→ 14	8%	12%	-5%	-3%	-4%	1%[46.1 µM]	4%	-13%	-2%
- CN(Cc1ccccc1)CC(O)COc1ccc(CNCc2ccc(Cl)s2)cc1 (stereo not drawn)
→ 8	8%	-57%[inhibitor]	-7%	8%	7%	9%	2%	?	-9%
- Cc1ccc(C)c(NC(=O)CSc2cccc3cccnc23)c1
→ 0	3%	19%	-3%	18%	218%[activator]	/	8%	-10%	0%
- COc1ccc(C(=O)C2CCN(C(=S)NCCc3ccccc3)CC2)cc1
→ -30	3%	4%	14%	7%	-5%	1%	-8%	-11%	0%
- O=C(N/N=C/c1cccc([N+](=O)[O-])c1)c1cc(-c2ccc3c(c2)OCO3)n[nH]1
→ 29	1%	0%	-4%	1%	-3%	3%	0%	/	-10%
- CCOc1ccc(N/C=C/C(=O)c2ccc(OC)cc2)c([N+](=O)[O-])c1
→ -4	14%	31%	13%	9%	16%	/	3%	?	-3%
- COc1cc(C(=O)NNC(=S)NC(=O)c2ccc(F)cc2)cc(OC)c1OC
→ 10	-15%	?	8%	-8%	6%	-6%	4%	/	3%
- Cn1cc(S(=O)(=O)N2CCN(c3ccc(F)cc3)CC2)c(=O)n(C)c1=O
→ 0	-2%	-9%	-7%	-6%	-6%	-3%	1%	2%	-2%
- C=CCNC(=O)/C(=C\c1cccc([N+](=O)[O-])c1)NC(=O)c1ccccc1
→ 20	10%	7%	-2%	3%	?	2%[46.1 µM]	-5%	-2%	0%
- COc1cccc(-n2c(=S)[nH]c3c(oc4ccccc43)c2=O)c1
→ -2	-3%	1%	14%	2%	6%	7%	-2%	-6%	-7%
- O=C(CCl)N1CCN(S(=O)(=O)c2ccc3c(c2)CCC3)CC1
→ -13	/	-52%[inhibitor]	-7%	-20%	/	1%	5%	/	-1%
- COc1cccc(/C=C/C(=O)NCc2cn3cc(Cl)ccc3n2)c1
→ 2	8%	8%	-7%	6%	5%	4%	2%	-17%	-2%
- COc1cc(Nc2ccccn2)cc(C(=O)Nc2cccc(C(F)(F)F)c2)c1
→ -7	-3%	18%&-22%	-133%[inhibitor]	10%	12%	-3%	-19%	/	/
- O=S(=O)(NCC1CCCO1)c1ccccc1F (stereo not drawn)
→ 1	-5%	-3%	3%	2%	1%	-1%	3%	-17%	1%
- CN1CCC(OC(=O)COc2ccc(Cl)cc2Cl)CC1
→ 9	-2%	37%	14%	1%	5%	-3%	4%	1%	-6%
- COCCNC(=O)c1ccc(N2CCCCC2)c(NS(=O)(=O)c2ccc(C)cc2)c1
→ 4	-1%	3%	2%	-10%	1%	-1%	2%	-12%	1%

# The closing 2 records of the part before come first, to join the parts.
# The line under a structure holds: TSHR antagonist	CXXC DNA block	Integrin act MD	Mito fusion yeast	A-T KAP1 phos	MBNL1 CUG block	TCR act	ASM inhibitor	Menin-MLL TR inh	TSG101-PTAP inh
- CN1CCC(OC(=O)COc2ccc(Cl)cc2Cl)CC1
→ 9	-2%	37%	14%	1%	5%	-3%	4%	1%	-6%
- COCCNC(=O)c1ccc(N2CCCCC2)c(NS(=O)(=O)c2ccc(C)cc2)c1
→ 4	-1%	3%	2%	-10%	1%	-1%	2%	-12%	1%
- CCC(C(=O)Nc1ccccc1OC)n1c(C(=O)OC)cc2ccsc21 (stereo not drawn)
→ 11	5%	-33%	-3%	18%	-12%	13%	-10%	-2%	0%
- COc1ccccc1-c1noc(-c2cc(OC)c(OC)c(OC)c2)n1
→ -25	-13%	-8%	10%	0%	?	0%[46.1 µM]	-7%	1%	-7%
- COCCn1c(Cc2ccccc2)nnc1SCC(=O)NC(C)C
→ 10	-12%	20%	-6%	4%	-8%	5%	2%	-2%	-4%
- COc1ccc(Cn2nnnc2C(c2ccccc2Cl)N2CCC(C(N)=O)CC2)cc1 (stereo not drawn)
→ 1	-5%	-2%	2%	-5%	-1%	0%	3%	-11%	-4%
- COc1ccccc1C(=O)C1CCCN(C(=O)c2cc(C(C)C)no2)C1 (stereo not drawn)
→ -15	6%	11%	-3%	-3%[11.5 µM]	17%	6%	4%	-4%	-5%

# Just A-T KAP1 phos, for 6 of the compounds above:
Molecule	A-T KAP1 phos
COc1ccc(NC(=S)N2CCC(NC(=O)c3ccc(F)cc3)CC2)cc1	0%
COCCNC(=O)c1ccc(N2CCCCC2)c(NS(=O)(=O)c2ccc(C)cc2)c1	-10%
COc1ccccc1C(=O)C1CCCN(C(=O)c2cc(C(C)C)no2)C1 (stereo not drawn)	-3%[11.5 µM]
O=C(COC(=O)c1ccco1)Nc1nnc(-c2ccccc2)o1	-6%
O=C(N/N=C/c1cccc([N+](=O)[O-])c1)c1cc(-c2ccc3c(c2)OCO3)n[nH]1	1%
Cc1ccc(Cl)cc1NC(=O)CCCN1C(=O)c2cccnc2C1=O	-4%
